# Mtb RmlCD inh – M. tuberculosis RmlC/RmlD inhibition; P9WH09+P9WH11; RmlC+RmlD coupled enzyme assay, percent inhibition; primary screen in compound mixtures; inhibition, % at 3.6 µM; actives 0.03% (n = 160,000); AID 1533; in the data active means inhibition mostly above about 34%, no sharp cut-off; further: some results filed as inactive read as strong as hits
# Target sequence (P9WH09 whole entry, looked up): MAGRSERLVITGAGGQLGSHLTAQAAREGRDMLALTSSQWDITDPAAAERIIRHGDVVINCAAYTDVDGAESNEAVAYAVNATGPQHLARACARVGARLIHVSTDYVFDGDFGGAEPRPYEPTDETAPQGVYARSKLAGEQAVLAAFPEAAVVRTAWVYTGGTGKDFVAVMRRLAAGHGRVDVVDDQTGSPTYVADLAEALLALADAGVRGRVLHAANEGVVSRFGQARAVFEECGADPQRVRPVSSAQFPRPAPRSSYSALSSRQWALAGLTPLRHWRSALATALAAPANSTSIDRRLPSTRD
# Target sequence (P9WH11 whole entry, looked up): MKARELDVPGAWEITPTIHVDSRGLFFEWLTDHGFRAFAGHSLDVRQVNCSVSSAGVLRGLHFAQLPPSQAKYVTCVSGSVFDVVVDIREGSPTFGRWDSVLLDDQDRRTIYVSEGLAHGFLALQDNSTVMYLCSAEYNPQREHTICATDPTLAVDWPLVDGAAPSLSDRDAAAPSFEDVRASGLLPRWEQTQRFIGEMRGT
# M. tuberculosis GlmU – inhibition of mycobacterial GlmU enzyme – biochemical, glucosamine-1-phosphate acetyltransferase (AID 1376) | one-dose inhibition, %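 (tested at 30 µM in the primary screen)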; IC50 in µM for titrated hits | M. tuberculosis GlmU acetyltransferase enzyme assay; higher % means a stronger effect | actives 0.25% (n = 220,000); in the data active means inhibition above about 13%;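 further: 0% = complete reaction with vehicle and 100% = reaction without substrate; strong numbers were not always called active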
# * = called active by the depositor; nt = no result given.
SMILES,Mtb RmlCD inh,M. tuberculosis GlmU
Cc1ccc(N2C(=O)Nc3cc(Cl)c(Cl)cc3N2O)cc1Cl,6,2.7%
Cc1nc2sc(C(c3ccc(Cl)cc3)N3CCN(CCO)CC3)c(O)n2n1 (centres undefined),nt,3.4%
COc1cc(C=O)ccc1OCCOc1ccccc1[N+](=O)[O-],-9,0.1%
Cc1ccc(N2CCN(C(=O)N3CCOCC3)CC2)cc1C,-9,-5.7%
COc1ccc(CCN(C)C(=O)CSc2ncnc3sccc23)cc1OC,-9,11%
CC(CCc1ccccc1)NC(=O)COC(=O)c1ccccc1O (centres undefined),3,-6.3%
O=C(N[C@@H](Cc1ccc(O)cc1)C(=O)O)C(c1ccccc1)c1ccccc1,nt,1.0%
CCN(CC)S(=O)(=O)c1cccc2c(N(C)C)cccc12,nt,-0.4%
Cc1cc(=S)cc(C)n1CCCO,-7,0.0%
COc1cccc(/C=N/NC(=O)c2c(-c3ccccc3)noc2C)c1,-4,-2.8%
O=C(NCc1ccc2c(c1)OCO2)C(=O)NCC1CCCO1 (centres undefined),1,-3.3%
CC1(C)Cc2ccccc2C(C(Cc2ccccc2)C(N)=O)=N1 (centres undefined),nt,1.6%
COc1ccccc1NC(=O)CSc1ccc2nnc(-c3cccnc3)n2n1,-9,-6.6%
Cc1cc(C)n(CC(O)COc2c(C)cccc2C)n1 (centres undefined),-5,-3.5%
CC1(C)CC[C@]2(C(=O)O)CC[C@]3(C)C(=CC[C@@H]4[C@@]5(C)CC[C@H](O)C(C)(C)[C@@H]5CC[C@]43C)[C@@H]2C1,nt,0.7%
CCOc1cc(C(=O)OCC(=O)c2cc(C)n(CC3CCCO3)c2C)ccc1OCC(=O)N1CCOCC1 (centres undefined),5,-4.9%
O=C(Cc1ccc(Br)cc1)N1CCCCCC1,-3,-4.8%
Cc1noc(C(=O)Nc2cccc(O)c2)c1Cl,11,-2.5%
CCC(=O)Nc1sc2c(c1C(=O)N(C)C)CCCCC2,nt,4.6%
C/C(=C/C=C/[C@@H](C)C(=O)O)[C@H]1CN[C@H](C(=O)O)[C@H]1CC(=O)O,2,0.5%
Cc1cccc(-n2c(SCC(=O)Nc3cccc(S(=O)(=O)NC4=NCCCCC4)c3)nc3ccccc3c2=O)c1C,3,-1.9%
Cc1cc(C(=O)CN2C(=O)NC3(CCCc4ccccc43)C2=O)c(C)n1Cc1cccs1 (centres undefined),11,-0.7%
CNP1(NC)=NC(C(F)(F)F)=NC(C(F)(F)F)=N1,5,3.6%
COc1ccc(CC(NC(C)=O)C(=O)NC2CCN(S(=O)(=O)c3cccc4ccccc34)CC2)cc1OC (centres undefined),7,1.5%
Cc1nn(C)cc1C(=O)Nc1ccccc1Br,-3,-5.6%
Oc1ccccc1-c1n[nH]c(=S)n1Cc1ccco1,12,-6.1%
COc1ccc(CONc2ncnc3nonc23)cc1[N+](=O)[O-],9,-3.2%
Cc1ccc(-c2nc(CN3CCCCC3)cc(CN3CCCCC3)c2O)cc1,6,-4.1%
CCCNc1ccc(S(=O)(=O)N(C(C)C)C(C)C)cn1,-1,-5.8%
CCCn1c(SCC#N)nc2c(c1=O)C1(CCCC1)Cc1ccccc1-2,34,-3.9%

# In a second layout: entries from further up.
CNP1(NC)=NC(C(F)(F)F)=NC(C(F)(F)F)=N1
  Mtb RmlCD inh: 5
  M. tuberculosis GlmU: 3.6%

COc1ccc(CC(NC(C)=O)C(=O)NC2CCN(S(=O)(=O)c3cccc4ccccc34)CC2)cc1OC (centres undefined)
  Mtb RmlCD inh: 7
  M. tuberculosis GlmU: 1.5%

Cc1nn(C)cc1C(=O)Nc1ccccc1Br
  Mtb RmlCD inh: -3
  M. tuberculosis GlmU: -5.6%

Oc1ccccc1-c1n[nH]c(=S)n1Cc1ccco1
  Mtb RmlCD inh: 12
  M. tuberculosis GlmU: -6.1%

# Following part.
SMILES,Mtb RmlCD inh,M. tuberculosis GlmU
N=c1c(C(=O)NCc2ccc(F)cc2)cc2c(=O)n3ccccc3nc2n1CCCN1CCOCC1,-7,7.0%
CCOC(=O)N1CCC(=NNc2nc3ccccc3s2)CC1,4,-0.9%
CSC1=N/C(=C\c2ccc(C)o2)C(=O)S1,-6,-4.0%
COc1ccc(/C=N/NC(=O)c2cccc([N+](=O)[O-])c2)cc1OC,5,1.9%
O=C(CSc1ncccc1C(=O)O)c1cccc(C(F)(F)F)c1,-15,9.7%
CN1CCN(C2=Nc3cc(Cl)ccc3Nc3ccccc32)CC1,nt,-9.6%
Cc1ccc(N2CC(c3nc4ccccc4[nH]3)CC2=O)c(C)c1 (centres undefined),-9,1.7%
COc1ccc(OCCC(=O)NCC23CC4CC(CC(C4)C2)C3)cc1,7,-2.2%
Cc1ccc(-c2cn3c(=O)cc(C)[nH]c3n2)cc1,nt,-5.1%
Cc1cc2nc(CSc3ccccc3)cc(=O)n2[nH]1,14,-0.8%
CC1=CC2=NC(=O)/C(=C\c3cc(C)n(-c4ccccc4F)c3C)C(=N)N2O1,nt,1.5%
Cc1ccccc1CSc1nc(C(C)(C)C)cc(=O)[nH]1,-3,5.9%
CC12CCC(C/C1=N\N=C1\NC(=O)/C(=C\c3ccc(Cl)cc3)S1)C2(C)C (centres undefined),3,-1.4%
O=C(NCc1ccccn1)C1CCCN(S(=O)(=O)c2cccc3nsnc23)C1 (centres undefined),nt,-0.6%
C/C(Cn1nc([N+](=O)[O-])cc1C)=N\NC(=O)COc1ccccc1[N+](=O)[O-],-5,3.9%
NS(=O)(=O)c1ccc(S(=O)(=O)N2CCCC2)cc1,-4,4.8%
CC1=C(C(=O)OC(C)(C)C)C(c2ccco2)C(C#N)=C(N)O1 (centres undefined),4,1.0%
O=C(NCC1CCCO1)c1c(O)c2cccc3c2n(c1=O)CCC3 (centres undefined),5,-0.5%
O=C(NCc1nc2ccccc2[nH]1)C1=C[C@H](c2ccc(Br)cc2)C[C@H](OCc2ccc(CO)cc2)O1,nt,-0.6%
COc1cnc(-c2ccccc2)nc1OC,-6,-2.3%
CCOc1ccccc1NC(=O)NC(=O)N(C)S(C)(=O)=O,1,-5.2%
Cc1ccc(-c2c(C)n([O-])c3c([n+]2=O)CCCC3)cc1,4,-0.2%
Cc1ccc(-c2sc(C)nc2CC(=O)O)cc1,nt,-1.3%
CSC(=CC(=O)c1ccccc1)SC,18,-0.6%
CN1CCN(c2ccc(Cl)cc2NC(=O)c2ccc(=O)n(C)n2)CC1,2,4.7%
c1ccc(SCc2nc(-c3ccccn3)no2)cc1,nt,-2.0%
CCOC(=O)C1=C(C)N(C)C(=S)NC1c1cc(OC)ccc1OC (centres undefined),-11,0.7%
COC(=O)c1ccc(COC(=O)c2c(C)nn(Cc3ccccc3Cl)c2Cl)o1,4,7.3%
Cc1ccc(N=C2NC(=O)CS2)c(C)c1,nt,1.9%
Cn1c(=O)c2c(nc(N/N=C/c3ccc(OC(=O)c4ccco4)cc3)n2Cc2ccccc2)n(C)c1=O,-10,7.8%
CCOC(=O)C(NC(=O)Nc1ccc(F)cc1F)(Oc1ccc(F)cc1)C(F)(F)F (centres undefined),-7,-4.3%
C=CCn1c(CNC(=O)CCC)nc2ccccc21,nt,2.8%
CCOC(=O)Nc1ccc2c(C)cc(=O)oc2c1,nt,2.6%
COc1ccc(/C=C/C(O)=C2/C(=O)NC3(C)CC2c2ccccc2O3)c(OC)c1OC (centres undefined),-9,6.1%
O=C(CSc1nnc(-c2cccnc2)n1Cc1ccco1)c1ccc2ccccc2c1,2,-4.4%
O=C(C1COc2ccccc2O1)N1CCn2c(nc3ccccc32)C1 (centres undefined),14,6.1%
CCOC(=O)c1nn(-c2cccc(C)c2)c2nc(-c3ccccc3)c(C#N)c(=O)n12,16,1.5%
COCCN(C(=O)/C=C/c1ccccc1)c1nnc(-c2cccnc2)s1,7,-1.2%
COC(=O)c1cc(=O)c2ccc(OC)cc2o1,nt,-2.4%
Cn1nc(-c2ccc(Cl)cc2)c2cc(C(=O)N3CCCC3)sc21,-5,1.9%
Cn1c(SCC(N)=O)nnc1-c1cnccn1,-4,1.7%
CCOCCCNC(=S)N1CCC(NC(=O)c2ccco2)CC1,0,-1.3%
Cc1ccc(N=Cc2nc(-c3ccco3)oc2O)cc1,-2,4.1%
COc1ccc(Cc2nnc(SC)[nH]c2=O)cc1OC,-5,-1.5%
CCOc1ccc(/C=N/Nc2cc(=O)n(C)c(=O)n2C)cc1,7,-1.9%
O=[N+]([O-])c1ccc(N/N=C/c2ccc[nH]2)cc1,nt,-3.3%
Cc1nc(OCc2ccccc2)c2ccccc2n1,-8,1.7%
Cc1nc(-c2ccccc2)sc1C(=O)/C=C/N(C)C,-8,-0.1%
COC(=O)C1=C(c2ccccc2)C[C@@H]2CC[C@H]1N2C(=O)NC1CCCCC1,nt,-4.0%
Nc1nnc(COc2cccc(C(F)(F)F)c2)s1,nt,1.4%
# Additional structures:
SMILES,Mtb RmlCD inh,M. tuberculosis GlmU
CC(C(=O)Nc1sccc1C(N)=O)N1C(=O)C2CC=CCC2C1=O (centres undefined),nt,-0.9%
C/C(=N\NC(=O)C1CC1)c1ccc2c(c1)OCCO2,7,-3.8%
COc1ccc(OC)c(S(=O)(=O)Nc2ccc3oc4c(c3c2)C(=O)CCC4)c1,-4,1.4%
COC(=O)CCC(=O)c1oc2ccc(Cl)cc2c1NC(=O)CCCN1C(=O)c2ccccc2C1=O,4,nt
CCOc1ccc(C(C#N)N2CCOCC2)cc1OC (centres undefined),6,-0.8%
Nc1ccc(C2(c3ccc(N)cc3)c3ccccc3-c3ccccc32)cc1,7,1.8%
O=C(O)c1cccnc1C(=O)N1CCc2c([nH]c3ccccc23)C1C(F)(F)F (centres undefined),-8,-2.2%
COc1ccc2cc(C(=O)N3CCOCC3)sc(=O)c2c1OC,2,-3.0%
CCO[C@H]1OC(C(=O)NCc2ccccc2)=C[C@@H](c2ccc(Br)cc2)[C@@H]1CCCO,nt,-5.2%
O=[N+]([O-])c1cc(-c2ccc([As](=O)(O)O)cc2)ccc1[As](=O)(O)O,12,-0.7%

# Profiles as entered above:
# Entry for CC(C(=O)Nc1sccc1C(N)=O)N1C(=O)C2CC=CCC2C1=O (centres undefined) = Mtb RmlCD inh = nt; M. tuberculosis GlmU = -0.9%
# Entry for C/C(=N\NC(=O)C1CC1)c1ccc2c(c1)OCCO2 = Mtb RmlCD inh = 7; M. tuberculosis GlmU = -3.8%

# (further entries)
SMILES,Mtb RmlCD inh,M. tuberculosis GlmU
Cc1cccc(NC(=O)c2ccc(NS(=O)(=O)c3c(C)noc3C)cc2)c1,2,-4.2%
CC1NC(=O)N(C)C2NC(=O)N(C)C(c3ccccc3)C12 (centres undefined),nt,-0.4%
COc1ccc(-n2c(C)n[nH]c2=O)cc1OC,nt,2.1%
O=C(CC1CCCCC1)OCn1nnc2ccccc2c1=O,1,-0.2%
CCc1ccc(OC)c(S(=O)(=O)NCCOc2ccccc2)c1,-14,-4.6%
Nc1nc(-c2ccccc2)c(N=Nc2ccccc2Cl)s1,-8,0.5%
CNC(=O)c1[nH]cnc1C(=O)Nc1ccccn1,-1,-4.4%
COc1cc(C(=O)Nc2nnc(CC(C)C)s2)c([N+](=O)[O-])cc1OC,4,-2.6%
CC1=C(C(=O)OC(C)C)C(c2cccs2)NC(=O)N1 (centres undefined),-12,-0.4%
O=c1cc(-c2ccccc2)nc2c(-c3ccccc3)c(C(F)(F)F)[nH]n12,nt,6.8%
COc1cc(/C=N/NC(=O)CCc2c(C)n[nH]c2C)cc(OC)c1OC,7,-1.7%
Oc1c(Br)cc(Br)cc1Oc1ccc(Br)cc1Br,nt,-0.7%
O=C(CNS(=O)(=O)c1ccc2ccccc2c1)OCc1csc(-c2ccccc2)n1,1,0.5%
CCOC(=O)C(=CNc1ccc(N2CCOCC2)cc1)C(=O)OCC,-6,-1.1%
COc1ccc(Cl)cc1-n1c(=S)sc2c(=O)[nH]c(SCC(=O)NCC3CCCO3)nc21 (centres undefined),nt,5.2%
CNC(=O)CSc1nc(N)c2c3c(sc2n1)CCC3,-5,-2.0%
Cc1ccc2nc(-c3ccccc3)c(NC(=O)c3ccco3)n2c1,nt,1.2%
CCOc1ccccc1Oc1coc2cc(O)ccc2c1=O,-10,1.9%
COC(=O)c1cnc2ccccc2n1,nt,0.4%
O=C(Nc1nnc(-c2ccco2)o1)c1ccc(S(=O)(=O)N2CCOCC2)cc1,0,-1.6%

# Arranged by SMILES length (rising): some entries from above
SMILES,Mtb RmlCD inh,M. tuberculosis GlmU
COc1cnc(-c2ccccc2)nc1OC,-6,-2.3%
CCOCCCNC(=S)N1CCC(NC(=O)c2ccco2)CC1,0,-1.3%
COCCN(C(=O)/C=C/c1ccccc1)c1nnc(-c2cccnc2)s1,7,-1.2%

# Carrying on:
SMILES,Mtb RmlCD inh,M. tuberculosis GlmU
CC[C@H]1OC(=O)C[C@@H](O)[C@H](C)[C@@H](O[C@@H]2O[C@H](C)C[C@H](N(C)C)[C@H]2O)[C@@H](CC=O)C[C@@H](C)C(=O)C=C[C@]2(C)O[C@H]2[C@@H]1C,nt,0.0%
COc1cc(/C=C2\SC(c3ccccc3)=NC2=O)cc(Cl)c1O,-12,11%
NS(=O)(=O)c1ccc(N/N=C/c2ccc(O)c(O)c2O)c([N+](=O)[O-])c1,nt,10%
CC(C)CNS(=O)(=O)c1ccc(CCC(=O)Nc2ccc3c(c2)OCCO3)cc1,-2,1.7%
O=C(CCN1CCN(c2ccccc2)CC1)NNC(=O)c1cccc2ccccc12,nt,-4.2%
O=C(NCc1csc2ccc(Cl)cc12)Nc1ccccc1,nt,4.4%
CCc1nc(C#N)c(N2CCCCC2)o1,8,-2.7%
C=CCCCCCCCCC(=O)NN,nt,2.6%
Cc1cc(C)n2nc(C)c(Br)c2n1,10,-4.0%
CC(NC(=O)c1cccs1)c1n[nH]c(=S)n1C (centres undefined),6,4.4%
CC(NS(=O)(=O)c1cccc(S(=O)(=O)c2ccccc2)c1)C(=O)O (centres undefined),-3,-5.6%
CCCCS(=O)(=O)Nc1ccc(Cc2ccncc2)cc1,nt,-1.0%

# High-throughput results as filed in PubChem BioAssay.

# This is a subset (hit frequency here may not be typical).
